dFosB act: activators of mouse delta FosB homodimer; purified delta FosB, TAMRA-CDK5 oligo fluorescence polarization; percent of positive-control signal above neutral wells; activation, % at 25 µM; 340,000 compounds, 0.99% hits;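 active means mean activation above about 17%, with every replicate also reaching it, limit read from the data, passing the limit was not always enough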;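 further: fluorescence polarization rise as delta FosB binds a TAMRA Cdk5 AP-1 oligo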
NSD2 inh: inhibitors of human histone methyltransferase NSD2. NSD2 peptide methylation, AlphaScreen, 120 min. inhibition, % at 12.5 µM. 310,000 compounds, 0.54% hits; in the data active means inhibition above about 50%
RTF Ca sens inh: cardiac RTF calcium desensitization. P19429+P45379. IANBD-labeled cardiac RTF, Ca2+ fluorescence. inhibition, % at 7.15 µM. 340,000 compounds, 0.12% hits;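 active means inhibition above the mean inhibition of all tested compounds plus 3 SD, cut at about 17% in these data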;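 further: assay run at fixed EC70 calcium of 1.6 mM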
C-LANA FP: blocks KSHV LANA C-terminal domain binding to DNA. MBP-C-LANA/FAM-LBS DNA binding, fluorescence polarization. inhibition, % at 9 µM. 340,000 compounds, 0.078% hits;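 active means highest replicate inhibition at or above 60% at 9 µM, even if other replicates fall short; inactive means all replicates below 60% inhibition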;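 further: 0% = neutral control wells and 100% = 4 µM acridine orange control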
PfHsp90 yeast 2: inhibits growth of yeast expressing Plasmodium falciparum Hsp90 | S. cerevisiae expressing PfHsp90, BacTiter-Glo ATP, 48 h; yeast lacking PDR1 and PDR3 efflux regulators | inhibition, % at 9.4 µM | 310,000 compounds, 0.32% hits | AID 504621;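 active means every replicate shows inhibition above about 80%, whatever the replicate mean, limit read from the data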;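 further: 0% = DMSO neutral controls and 100% = 20 µM radicicol positive controls; yeast relying on Plasmodium falciparum Hsp90 in place of its own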
Keap1 Nrf2 FP: disrupts human Keap1 binding to Nrf2 peptide; Q14145; Keap1 Kelch-Nrf2 peptide fluorescence polarization, 1536-well; inhibition, % at 9.4 µM; 340,000 compounds, 0.15% hits; AID 504523; in the data active means inhibition above about 12%;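 further: human Keap1 Kelch domain with fluorescein labeled Nrf2 9mer peptide probe; 0% = neutral control wells and 100% = peptide positive control; higher means more block of Keap1 binding to Nrf2 peptide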
cardiac RTF act: cardiac RTF calcium sensitization | 340,000 compounds, 0.24% hits | P19429+P45379 | IANBD-labeled TnC RTF fluorescence at EC20 calcium; 0% EC20 calcium, 100% full calcium | activation, % at 7.2 µM;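 active means activation above the mean over all tested compounds plus 3 SD, cut at about 30% in these data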;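 further: rise in fluorescence read as greater calcium sensitivity of cardiac thin filaments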
Rtt109 HAT inh: blocks Candida albicans Rtt109/Vps75 acetyltransferase activity. Q5AAJ8. purified Rtt109/Vps75, ThioGlo CoA-SH fluorescence, 4 h. inhibition, % at 34.9 µM. 330,000 compounds, 0.16% hits. AID 540336;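 active means inhibition of at least 50% in every replicate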
Target sequence (Q5AAJ8 whole entry, looked up): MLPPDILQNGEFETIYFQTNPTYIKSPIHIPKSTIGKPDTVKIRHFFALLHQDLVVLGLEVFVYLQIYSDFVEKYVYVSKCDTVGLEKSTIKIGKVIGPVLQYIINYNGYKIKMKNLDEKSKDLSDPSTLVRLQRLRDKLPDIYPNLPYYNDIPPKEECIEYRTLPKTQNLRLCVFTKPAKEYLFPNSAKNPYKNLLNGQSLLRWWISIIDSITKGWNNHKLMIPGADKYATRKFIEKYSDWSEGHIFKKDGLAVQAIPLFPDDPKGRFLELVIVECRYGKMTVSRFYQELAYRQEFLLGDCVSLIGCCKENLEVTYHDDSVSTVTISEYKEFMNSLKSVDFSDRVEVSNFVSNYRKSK
PvdQ acylase: blocks Pseudomonas aeruginosa PvdQ acylase activity; 340,000 compounds, 0.063% hits; AID 488965; inhibition, % at 10 µM; purified PvdQ acylase, fluorescence plate reader; in the data active means inhibition above about 30%, passing the limit was not always enough;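 further: 0% = vehicle neutral wells and 100% = reference inhibitor wells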
SUMO Mot1 rescue: blocks SUMOylation pathway, rescuing yeast Mot1-301 growth | growth rescue, % at 18.8 µM | AID 2716 | S. cerevisiae Mot1-301 growth rescue, ATP luminescence, 38.5C; percent above DMSO median, 100 means doubled | 320,000 compounds, 1% hits;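 active means every valid replicate shows activation above 250% relative to neutral control wells; inactive means the rest, any valid replicate at or below 250%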;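 further: OY570 slx delta 5 strain wells were the positive control but not used for scaling; some compounds called inactive have numbers as strong as hits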
CDK5 inh: CDK5/p35 (human) kinase inhibition | Q00535+Q15078 | Recombinant CDK5/p35, ADP-Glo luminescence, 60 min | inhibition, % at 10 µM | 330,000 compounds, 0.01% hits | AID 488839;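 active means highest replicate inhibition of at least 50% and at least 75% of replicates reaching 50%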;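 further: plate controls were DMSO neutral control for no effect and GW8510 at 10 µM for full effect; many of its hits are not listed in these tables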
Target sequence (Q00535 whole entry, looked up): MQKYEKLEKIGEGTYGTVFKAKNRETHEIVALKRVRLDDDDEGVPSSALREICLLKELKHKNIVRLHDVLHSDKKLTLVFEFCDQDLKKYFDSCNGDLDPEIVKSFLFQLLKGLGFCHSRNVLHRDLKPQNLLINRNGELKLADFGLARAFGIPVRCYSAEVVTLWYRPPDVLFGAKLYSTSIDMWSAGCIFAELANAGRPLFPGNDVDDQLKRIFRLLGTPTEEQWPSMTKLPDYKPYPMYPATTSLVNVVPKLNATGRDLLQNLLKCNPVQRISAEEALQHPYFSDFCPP
Target sequence (Q15078 whole entry, looked up): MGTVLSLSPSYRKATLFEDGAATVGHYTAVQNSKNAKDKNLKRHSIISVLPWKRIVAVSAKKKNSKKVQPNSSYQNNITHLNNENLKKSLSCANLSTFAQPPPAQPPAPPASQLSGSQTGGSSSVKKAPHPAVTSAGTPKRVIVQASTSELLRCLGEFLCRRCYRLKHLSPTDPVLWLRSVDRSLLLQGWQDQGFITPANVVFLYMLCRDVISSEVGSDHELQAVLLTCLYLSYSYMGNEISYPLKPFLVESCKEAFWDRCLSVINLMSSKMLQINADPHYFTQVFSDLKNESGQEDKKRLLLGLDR
* hit, by the source's call; . = no result given.

entry	Molecule	dFosB act	NSD2 inh	RTF Ca sens inh	C-LANA FP	PfHsp90 yeast 2	Keap1 Nrf2 FP	cardiac RTF act	Rtt109 HAT inh	PvdQ acylase	SUMO Mot1 rescue	CDK5 inh
1	O=C(N/N=C/c1ccc(OC2CSC2)cc1)c1ccccc1	13.9	11.2	-5.1	0.9	9.3	-0.2	-7.1	-15.1	-7.9	21.4	-0.6
2	COc1ccc(-c2ccnc(SCC(=O)c3ccc(Cl)cc3)n2)cc1	-14.8	0.6	-2.8	-0.6	-32.4	1.6	-4.0	4.1	2.1	-2.1	1.2
3	O=C(NCCCN1CCOCC1)c1cc(-c2cccc(Br)c2)nc2ccccc12	-18.1	33.6	0.5	-0.4	-14.5	-0.2	0.4	8.7	7.7	6.1	-1.2
4	c1ccc(Cn2c(-c3ccccc3)nc3nc4ccccc4nc32)cc1	-2.3	-1.1	-0.9	-1.2	-5.7	2.2	19.6	-5.9	6.7	0.5	-0.1
5	Cc1csc(/C(=N/OC(=O)c2ccco2)C(N)=O)n1	-1.9	0.0	-2.4	-1.2	25.0	-21.7	-0.2	1.2	-14.2	-8.3	-1.5
6	Clc1nc(Oc2ccccc2)nc(-c2cn(-c3ccccc3)c3ccccc23)n1	-6.7	0.5	-0.7	0.1	10.3	-4.7	2.1	5.8	-7.3	-2.0	-5.1
7	CCc1ccccc1NC(=S)NC1CC2CCC(C1)N2Cc1ccco1 (centres undefined)	-5.0	9.7	2.3	-2.1	7.1	-7.2	1.8	40.0	0.0	-20.1	3.4
8	COc1ccc(N2CC(O)(c3ccc(OC(F)F)cc3)[N+]3=C2CCCC3)cc1 (centres undefined)	-0.7	0.7	-2.5	-0.2	-0.2	1.8	4.5	0.8	-7.4	3.6	0.5
9	COc1ccc(OCC(=O)OCC(=O)NC2CCCCC2C)cc1 (centres undefined)	-4.7	-1.1	-4.9	1.9	-7.6	-3.7	-0.8	-2.3	-21.1	-14.3	-8.6
10	Cc1cc(N2C(=O)C(O)=C(C(=O)c3cccs3)C2c2cccc(Br)c2)no1 (centres undefined)	0.8	-0.3	-2.0	0.2	18.7	-5.5	6.2	4.5	-23.9	0.7	0.3
11	O=C(NC(CO)(CO)CO)[C@@H]1CCCN1S(=O)(=O)c1cccc2cccnc12	2.1	.	-6.6	-1.3	-11.2	-2.7	-51.9	-1.3	3.3	11.3	-0.5
12	O=C(Nc1ccc2nn(-c3ccccc3)nc2c1)c1cccnc1	-19.1	-0.5	-3.8	0.9	16.7	-4.5	0.6	-0.6	-10.3	4.9	0.1
13	CCN(CC)CCCNC(=O)c1sc2nc(-c3ccc(F)cc3)cn2c1C	-1.7	18.3	-0.7	0.2	1.7	3.6	0.9	7.6	-5.2	-16.0	1.2
14	Cc1ccnc(SCCn2c(Br)nc3c2c(=O)[nH]c(=O)n3C)n1	-0.9	0.4	2.2	-0.9	-12.8	-1.5	-0.1	7.6	2.7	-10.4	0.5
15	CC(=NCc1ccc2c(c1)OCO2)C1=C(O)c2ccccc2C1=O	-23.8	-0.6	-11.9	-0.3	-58.5	-2.5	-1.3	-2.2	12.2	-9.5	-0.4
16	CC(C)CC(c1nnnn1C1CCCC1)N1CCN(c2ccccc2F)CC1 (centres undefined)	-5.4	.	0.8	-0.9	8.8	-0.2	-4.4	2.3	-10.2	54.3	-0.1
17	CCCCc1cc(=O)oc2cc(OCC(=O)NC(Cc3c[nH]c4ccc(O)cc34)C(=O)O)ccc12 (centres undefined)	-0.2	.	0.6	-0.3	-2.5	1.1	2.1	8.1	-12.1	-6.3	0.5
18	CCOC(=O)c1sc(NS(=O)(=O)c2cc(C)ccc2C)nc1C	-2.9	6.3	-8.3	2.0	.	3.4	2.9	4.9	-4.0	-1.0	-0.1
19	CCOC(=O)CNC(=O)CSc1nnc(CCc2nc3ccccc3[nH]2)n1C	6.2	-3.5	-4.5	-2.8	-5.5	0.9	-2.6	6.1	-3.2	37.7	0.8
20	CC(/C=C/c1ccccc1F)=N\NC(=O)c1ccccc1	-5.4	-0.1	4.7	0.2	-9.7	-4.2	-0.6	14.0	-7.3	633.1	-1.7
21	Cc1ccc(S(=O)(=O)N2CCOCC2)cc1C(=O)N1c2ccccc2Sc2ccccc21	-8.1	-0.3	-1.8	5.0	-12.6	-6.3	-4.4	-7.2	-22.3	1.7	-0.8
22	COc1ccc(/C=N/NC(=O)c2cc(-c3ccccc3)nc3ccccc23)c(C(=O)O)c1OC	-2.5	-2.9	-6.4	-0.4	10.7	-1.0	-0.3	1.3	-13.2	0.8	-0.1
23	COC(=O)c1nn(-c2ccc(OC)cc2)c(=O)c2c(N)sc(C)c12	-6.7	29.4	-0.9	0.6	-21.0	-5.5	3.4	7.8	-6.6	-11.5	1.4
24	CC(C)(C)C1CCc2c(C(=O)NNC(=O)CCCC(=O)O)csc2C1 (centres undefined)	-1.1	1.4	17.2*	0.0	-20.3	0.9	-2.5	-6.5	3.3	16.2	1.8
25	O=C(CCc1nc(-c2ccccc2F)no1)NCCN1CCc2ccccc2C1	-2.3	.	-8.5	0.6	3.1	-4.1	1.0	-2.0	-11.2	303.4	0.2
26	CN(Cc1ccc(OC(F)F)cc1)C(=O)/C=C/c1ccc(S(=O)(=O)N2CCOCC2)cc1	-14.8	-1.1	-5.6	1.5	.	-7.2	2.5	-3.5	-14.4	5.1	2.5
27	O=C(Nc1sc2c(c1C(=O)NCC(O)CO)CCCC2)c1ccccc1 (centres undefined)	5.8	-3.5	-0.9	-0.2	9.4	-0.5	1.3	-1.8	-0.8	4.9	1.0
28	COc1cccc(C2=CC(=O)C[C@H](c3ccc4c(c3)OCO4)C2)c1	-3.4	.	-12.0	0.7	-43.4	4.1	-2.2	-4.6	15.5	-6.4	0.2
29	CCC(C)(C)NC(=O)C1CCCN(S(=O)(=O)c2ccc3c(c2)CC(C)N3C(=O)C2CC2)C1 (centres undefined)	-3.7	2.1	-9.6	-0.2	6.1	-1.6	-4.2	12.7	-17.6	0.6	-2.5
30	O=C1c2ccccc2C(=O)N1CC(O)CNc1ccc(Br)cc1 (centres undefined)	9.1	-3.6	-1.3	-0.8	-7.5	4.2	-2.6	-5.8	9.2	-2.5	-0.6

Among those listed so far, 2 have a Cl atom:
entry	Molecule	dFosB act	NSD2 inh	RTF Ca sens inh	C-LANA FP	PfHsp90 yeast 2	Keap1 Nrf2 FP	cardiac RTF act	Rtt109 HAT inh	PvdQ acylase	SUMO Mot1 rescue	CDK5 inh
2	COc1ccc(-c2ccnc(SCC(=O)c3ccc(Cl)cc3)n2)cc1	-14.8	0.6	-2.8	-0.6	-32.4	1.6	-4.0	4.1	2.1	-2.1	1.2
6	Clc1nc(Oc2ccccc2)nc(-c2cn(-c3ccccc3)c3ccccc23)n1	-6.7	0.5	-0.7	0.1	10.3	-4.7	2.1	5.8	-7.3	-2.0	-5.1

Grouped by structure: the compounds so far with a furan ring, fused or not
entry	Molecule	dFosB act	NSD2 inh	RTF Ca sens inh	C-LANA FP	PfHsp90 yeast 2	Keap1 Nrf2 FP	cardiac RTF act	Rtt109 HAT inh	PvdQ acylase	SUMO Mot1 rescue	CDK5 inh
5	Cc1csc(/C(=N/OC(=O)c2ccco2)C(N)=O)n1	-1.9	0.0	-2.4	-1.2	25.0	-21.7	-0.2	1.2	-14.2	-8.3	-1.5
7	CCc1ccccc1NC(=S)NC1CC2CCC(C1)N2Cc1ccco1 (centres undefined)	-5.0	9.7	2.3	-2.1	7.1	-7.2	1.8	40.0	0.0	-20.1	3.4

Going on with the list:
entry	Molecule	dFosB act	NSD2 inh	RTF Ca sens inh	C-LANA FP	PfHsp90 yeast 2	Keap1 Nrf2 FP	cardiac RTF act	Rtt109 HAT inh	PvdQ acylase	SUMO Mot1 rescue	CDK5 inh
31	CC1(NC(=S)Nc2ccc3ccccc3c2)CCS(=O)(=O)C1 (centres undefined)	-4.3	-0.4	-6.0	0.1	10.2	4.7	0.2	-6.4	-13.1	115.6	-0.1
32	C=CCOc1ccc(/C=N\NC(N)=S)cc1	0.0	-1.4	-6.0	0.0	4.9	-0.4	1.6	-0.2	-4.9	103.7	2.9
33	O=c1c2ccccc2ncn1CCCOc1ccccc1[N+](=O)[O-]	4.4	7.6	-4.7	-1.5	13.1	-4.1	-2.2	-7.9	-10.1	-17.9	0.8
34	CCc1ccc2c(CN3CCOCC3)cc(=O)oc2c1	-4.5	0.1	-3.8	0.2	14.5	2.0	-0.2	15.1	4.0	-20.1	-0.5
35	Cc1ccc(-c2noc(-c3ccccc3C(=O)N3CCN(C)CC3)n2)cc1	-7.6	0.9	-3.3	1.0	-7.3	-2.1	-2.7	-8.8	-17.6	-9.7	-1.1
36	Cc1cc(NC(=O)CSc2nc3ccccc3c(=O)n2Cc2ccccc2)no1	-0.7	-1.4	0.8	1.9	-32.6	-1.2	-5.2	-11.2	-4.5	-21.5	1.4
37	COc1ccc(NC(=O)Cc2nnc(SCC(=O)NC3CCCCC3)n2C)cc1	-7.6	1.5	6.9	0.3	2.3	-2.9	-10.4	-19.0	-1.7	225.8	-0.5
38	O=C(CN1C(=O)COc2ccccc21)Nc1ccccc1F	-0.1	-1.9	-2.2	-2.4	-7.6	-8.9	5.7	-0.3	-4.1	1.3	-6.7
39	CCOC(=O)N1CCN(C(=S)NC(C)(C)C)CC1	-0.8	-7.2	-5.5	-1.8	4.0	-8.3	4.4	-2.2	-9.7	-5.6	-0.3
40	CCNc1nc(OCCNS(=O)(=O)c2cc(C)ccc2C)nc(N(C)C)n1	-0.9	.	-4.8	0.1	12.0	2.8	2.5	10.5	-10.5	140.0	1.4
41	O=C(CSc1nc(-c2ccco2)cc(C(F)(F)F)n1)Nc1ccccc1C(F)(F)F	12.1	.	-5.8	-0.7	-44.0	-5.4	-12.1	-2.4	-7.5	-1.1	-0.9
42	CC1(C)CC(CC(=O)Nc2ccccn2)C(=O)O1 (centres undefined)	-9.2	-0.6	-5.4	-0.4	.	0.7	-0.6	-6.9	-0.4	4.8	-0.6
43	CSc1nc2c(c(=O)[nH]c(=O)n2C)n1Cc1ccc(Cl)cc1	-7.9	0.2	-8.2	-0.8	-25.5	-4.3	5.6	1.9	-9.0	-18.3	0.2
44	CCOC(=O)[C@@H]1[C@H]2COc3ccc(Br)cc3[C@@H]2N2C(=O)N(c3ccc(OC)cc3)C(=O)[C@]12C	0.8	.	1.7	-0.2	-1.1	-4.0	-7.6	11.7	-3.2	16.3	-0.3
45	O=C(Nc1ncccn1)c1cccs1	-1.9	-1.4	-8.0	-1.6	8.1	-3.7	-5.9	-1.6	-17.7	3.4	-1.1
46	O=C(CSc1cccc[n+]1[O-])Nc1ccc2c(c1)OCO2	-4.0	-0.1	-7.4	-2.4	-2.6	-0.2	5.4	0.2	-15.3	195.4	0.6
47	CCOC(=O)c1ccc(NC(=O)c2cccc(S(=O)(=O)N3CCOCC3)c2)cc1	9.9	-2.5	-1.5	-2.0	-4.4	3.6	1.0	1.8	-6.8	6.3	1.4
48	Cc1ccc(S(=O)(=O)NC2CC2)s1	3.9	-0.8	-5.6	-0.8	-9.9	-1.4	0.4	0.6	-3.3	1.9	1.4

Bioassay records deposited in PubChem by several laboratories.
